Compound activity (PubChem)
Growth percent in the NCI-60 one-dose screen (48 h, 10 µM unless noted): 100 = growth as untreated, 0 = no growth, -100 = all killed.
MALME-3M: MALME-3M melanoma; 78,000 compounds, 5.8% hits
SK-MEL-28: SK-MEL-28 melanoma; 81,000 compounds, 4.1% hits; AID 1794761
SK-MEL-2: SK-MEL-2 melanoma. 77,000 compounds, 4.7% hits. AID 1794763
MDA-MB-435: MDA-MB-435 melanoma. 82,000 compounds, 7.8% hits
UACC-257: UACC-257 melanoma. AID 1794764. 78,000 compounds, 4.4% hits
UACC-62: UACC-62 melanoma; 81,000 compounds, 5.4% hits; AID 1794756
LOX IMVI: LOX IMVI melanoma; 79,000 compounds, 7.4% hits
SK-MEL-5: SK-MEL-5 melanoma. 80,000 compounds, 6.4% hits
An asterisk follows results filed as active; · = not tested or not shown; & = joins results of further samples. Rule for the calls: active = growth percent below 10; inactive = the rest.

No. | SMILES | MALME-3M | SK-MEL-28 | SK-MEL-2 | MDA-MB-435
1 | Nc1nc(-c2ccccc2)cc(=O)[nH]1 | 117 | 113 | 105 | 106
2 | CC1=CC(=C2C=C(C)C(=O)C(C)=C2)C=C(C)C1=O | 103 | 95 | 107 | 81
3 | O=C(O)c1cn(C2CC2)c2cc(N3CCN(C(=O)N/N=C/c4cccc5ccccc45)CC3)c(F)cc2c1=O | 101 | 98 | 101 | 104
4 | O=C(Nc1ccn(CCOC(=O)c2ccccc2)c(=O)n1)c1ccccc1 | 107 | 121 | 106 | 106
5 | NC(Cc1ccc(O)c([N+](=O)[O-])c1)C(=O)O (configuration not stated) | 109 | 100 | 109 | 112
6 | O=C(O)c1ccc(-n2cc(CNc3ccccc3)c(-c3ccc(C(F)(F)F)cc3)n2)cc1 | 92 | 97 | 100 | 92
7 | C1=C(c2ccccc2)n2cnc3ncnc-3c2NN1 | 86 | 103 | 89 | 53
8 | COc1ccc(/C=C2/CCOC2=O)cc1 | 95 | 94 | 111 | 105
9 | COc1ccc2c(c1)sc1nc(-c3ccccc3)c(-c3ccsc3)n12 | · | 61 | 5.5* | -40*
10 | CC/C=C(\C)C(C#N)(CC)C(=O)OCC (configuration not stated) | 126 | 109 | 112 | 120
11 | C=CCOc1ccc(Br)cc1CC(=C)C | 123 | 118 | 123 | 113
12 | OC1(C#CC2(O)CCCC2)CCCC1 | · | 108 | 101 | 93

No. | UACC-257 | UACC-62 | LOX IMVI | SK-MEL-5
1 | 94 | 102 | 110 | 106
2 | 97 | 87 | 90 | 92
3 | 99 | 89 | 68 | 94
4 | 102 | 99 | 100 | 98
5 | 100 | 103 | 94 | 105
6 | 97 | 101 | 111 | 86
7 | 93 | 79 | 22 | 95
8 | 113 | 99 | 91 | 101
9 | 40 | 36 | 40 | 9.7*
10 | 112 | 105 | 107 | 106
11 | 96 | 104 | 96 | 107
12 | 104 | · | 88 | 104

More entries
No. | SMILES | MALME-3M | SK-MEL-28 | SK-MEL-2 | MDA-MB-435
13 | Clc1ccc(NCc2nnc(-c3ccccc3)o2)cc1 | 93 | 104 | 72 | 96
14 | CCOC(=O)C(C(=O)OCC)C(c1ccccc1)S(=O)(=O)O (configuration not stated) | 108 | 106 | 124 | 104
15 | Nc1ccc(N=Nc2ccccc2)c2ccccc12 | 105&120 | 94&114 | 108&111 | 101&87
16 | O=c1c(I)c[nH]cc1I | 110 | 110 | 101 | 115
17 | COc1ccc2c(CSc3nc(Cl)c(C#N)c(-c4ccc(Cl)cc4)n3)cc(=O)oc2c1 | 103 | 106 | 95 | 103
18 | C=C(CBr)[C@@H]1CC[C@]2(C)[C@H](CC[C@@H]3[C@@H]4[C@H]5OC(=O)[C@@]4(CCC5(C)C)CC[C@]32C)[C@@]1(C)CCC#N | 116 | 99 | 73 | 93
19 | O=C1Nc2ccccc2C2c3c[nH]c4cccc(c34)CN12 (configuration not stated) | 82 | 99 | 92 | 92
20 | CCOc1ccc(/C(C)=N\NC(N)=O)cc1 | 97 | 119 | 120 | 93
21 | COC(=O)[C@@]1(/C=C/c2ccccc2)C(=O)N(c2ccc(OC)cc2)[C@@]1(C(=O)OC)c1ccc(Cl)cc1 | 92 | 95 | 95 | 91
22 | O=c1[nH]c2cc(Cl)ccc2nc1/C=C(\O)c1ccc(F)cc1 | 98 | 111 | 114 | 103
23 | C(=N\N1CCCCCC1)/c1ccc2c(c1)OCO2 | 94&112 | 116&102 | 105&113 | 104&102
24 | N#CN1CC[C@H](C(=O)Nc2ncc(-c3ccncc3)s2)C1 | -19* | 5.9* | -36* | 6.9*

No. | UACC-257 | UACC-62 | LOX IMVI | SK-MEL-5
13 | 94 | 65 | 61 | ·
14 | · | 96 | 96 | 109
15 | 98&104 | 98&82 | 71&81 | 90&87
16 | 97 | 108 | 103 | 110
17 | 88 | 102 | 94 | 111
18 | 87 | 82 | 82 | 98
19 | 103 | 91 | 98 | 94
20 | 99 | 104 | 113 | 97
21 | 75 | 77 | 84 | 87
22 | 99 | 101 | 103 | 101
23 | 114&113 | 102&98 | 100&114 | 111&100
24 | -19* | -27* | 2.1* | -17*

More compounds:
No. | SMILES | MALME-3M | SK-MEL-28 | SK-MEL-2 | MDA-MB-435
25 | C=CC(=O)Nc1cccc(Cl)c1 | 101 | 108 | 105 | ·
26 | CCOC(=O)C1=C(N)N(c2ccccc2)C2=C(C(=O)CC(C)(C)C2)C1c1ccccc1Br (configuration not stated) | 105 | 94 | 77 | 95
27 | CS(=O)(=O)c1ccc(C(=O)N/N=C/c2c[nH]c3ccccc23)cc1 | 95 | 102 | 96 | 104
28 | COc1ccccc1C(=O)Nc1ccc(-c2cc(=O)c3c(OC)c(OC)c(OC)cc3o2)cc1 | 81 | 94 | 101 | 90
29 | N#CCCCC(CCCC#N)(c1ccccc1)c1ccccc1 | 117 | 108 | 95 | 101
30 | CCC1([N+](=O)[O-])COC(/C=C/c2ccccc2)OC1 (configuration not stated) | 101 | 113 | 99 | 98
31 | N#CC1=C(SCC(=O)NC2CCCCC2)NC(=O)CC1c1ccccc1F (configuration not stated) | 84 | 110 | 95 | 93
32 | CC1=CC(=O)C(/C(C)=N/NC(=O)c2ccccc2NC(=O)c2ccccc2)C(=O)O1 (configuration not stated) | 96 | 98 | 99 | 107
33 | CCCC/C(=N/NC(N)=O)C(OC)OC | 146 | 101 | 96 | 106
34 | CSc1oc(-c2ccc(C)cc2)nc1S(=O)(=O)c1ccccc1 | 90 | 113 | 98 | 100
35 | N#CCNC(=O)c1ccc(-c2ccnc(Nc3ccc(N4CCOCC4)cc3)n2)cc1 | 33 | 37 | · | 42
36 | O=[N+]([O-])c1cc2c(NCCO)nc(-c3ccccc3)nc2[nH]1 | 104 | 94 | 81 | 89

No. | UACC-257 | UACC-62 | LOX IMVI | SK-MEL-5
25 | 95 | 102 | 101 | 102
26 | 96 | 64 | 88 | 91
27 | 105 | 93 | 102 | 100
28 | 89 | 99 | 93 | 70
29 | 108 | 103 | 99 | 96
30 | 97 | 96 | 95 | 108
31 | · | 103 | 94 | 91
32 | 70 | 91 | 94 | 96
33 | 89 | 102 | 86 | 98
34 | 94 | 91 | 93 | 101
35 | 31 | 34 | 4.9* | 25
36 | 95 | 80 | 88 | 77

Additional records follow:
No. | SMILES | MALME-3M | SK-MEL-28 | SK-MEL-2 | MDA-MB-435
37 | CCOc1ccccc1C(=O)N(CC)CC | 106 | 102 | · | 106
38 | COc1cc2ncnc(Nc3ccc(C(=O)/C=C/c4cc(OC)c(OC)c(OC)c4)cc3)c2cc1OC | 114 | 110 | 117 | 82
39 | CNC(=O)c1cc(Oc2ccc3nc(NC(=O)c4ccc(CN5CCN(C)CC5)c(C(F)(F)F)c4)sc3c2)ccn1 | -5.2* | -38* | 99 | 54
40 | Cc1ccc2nc(C)c(-c3nnc(SCc4ccc([N+](=O)[O-])cc4)o3)n2c1 | 72 | 83 | 88 | 86
41 | Nc1ccnc(=O)[nH]1 | 101 | 121 | 109 | 107
42 | COc1cccc(C2=NN(c3ccc(-c4ccccc4)nn3)C(c3cccc(C)c3)C2)c1 (configuration not stated) | 95 | 102 | 97 | 101
43 | O=c1cc(-c2ccccc2O)oc2ccc3ccccc3c12 | 108 | 107 | 94 | 102
44 | COc1cc2oc(-c3cccc(NC(=O)c4cccc(NC(=O)[C@H](C)N)c4)c3)cc(=O)c2c(OC)c1OC | 82 | 105 | 98 | 94
45 | CS(=O)(=O)c1ccc(-c2cnc3ccc(-c4cccc(C(F)(F)F)c4)nn23)cc1 | 82 | 80 | 99 | 70
46 | Clc1ccc(-c2nn(-c3ccccc3)cc2-c2nc3ccccc3[nH]2)cc1 | 100 | 79 | 103 | 67
47 | Cc1[nH]c(=O)[nH]c(=O)c1[N+](=O)[O-] | 130 | 114 | 136 | 110
48 | CC(=O)OC1Oc2cc(C)c(C)cc2-c2oc(=O)c(-c3cc4ccccc4oc3=O)cc21 (configuration not stated) | 107 | 152 | · | 112

No. | UACC-257 | UACC-62 | LOX IMVI | SK-MEL-5
37 | 110 | 99 | 101 | 97
38 | 88 | 94 | 79 | 94
39 | 20 | 56 | -28* | 31
40 | 82 | 66 | 90 | 79
41 | 96 | 90 | 105 | 108
42 | 100 | 76 | · | 98
43 | 95 | 86 | 96 | 87
44 | 120 | 91 | 77 | 69
45 | 89 | 75 | 38 | 73
46 | 77 | 72 | 72 | 79
47 | 99 | 104 | 104 | 128
48 | 117 | 102 | 85 | 115

(further entries)
No. | SMILES | MALME-3M | SK-MEL-28 | SK-MEL-2 | MDA-MB-435
49 | Nc1cc([N+](=O)[O-])ccc1N1C(=O)CCCC1=O | 90 | 110 | 96 | 103
50 | Cc1cc2nc(NC(=O)c3ccc(Nc4ccc(Cl)nn4)cc3)sc2cc1C | 100 | 99 | 98 | 112
51 | C=C(C)[C@@H]1CC[C@]2(C#N)CC[C@]3(C)[C@H](CC[C@@H]4[C@@](C)(CCC#N)[C@H](C(=C)C)CC[C@]43C)[C@@H]12 | 89 | 98 | 69 | 93
52 | CCOC(=O)C1CSCCC1=O (configuration not stated) | 110 | 107 | 118 | 98
53 | Cc1ccc(CNC(=O)Cc2ccc3c(c2)CN(C2CCC(=O)NC2=O)C3=O)cc1 (configuration not stated) | -64* | 22 | 0.2* | 14
54 | N#Cc1c(Oc2ccccc2)nc2n(c1=O)-c1ccccc1Sc1ccccc1-2 | · | 99 | 94 | 105
55 | COc1ccc(NCc2cn(-c3ccc(C(=O)O)cc3)nc2-c2cc(C(F)(F)F)cc(C(F)(F)F)c2)cc1 | 87 | 107 | 101 | 101
56 | COc1cccc(-c2nc3ccccc3s2)c1OC | 106 | 111 | 139 | 112
57 | CC1(C)CC(=O)C(Cc2cn(-c3ccccc3O)nn2)(Cc2cn(-c3ccccc3O)nn2)C(=O)C1 | 95 | 115 | 104 | 108
58 | COc1cc(/C=C/C(=O)c2cnn(-c3cc(=O)[nH]c4ccc(C)cc34)c2C)cc(OC)c1OC | -20* | -77* | -73* | 1.9*
59 | CC1=C(N2CCOCC2)C(N2CCOCC2)=C(C)C(=O)C1=O | 101 | 106 | · | 103
60 | Cc1cc(O)cc(C)c1[N+](=O)[O-] | · | 109 | 108 | 108

No. | UACC-257 | UACC-62 | LOX IMVI | SK-MEL-5
49 | 86 | 96 | 95 | 103
50 | 86 | 80 | 93 | 96
51 | 91 | 79 | 101 | 98
52 | 98 | 97 | 94 | 107
53 | 70 | 41 | 71 | -71*
54 | 98 | 84 | 94 | 90
55 | 105 | 97 | 99 | 99
56 | 115 | 93 | 86 | 93
57 | 116 | 88 | 96 | 96
58 | 5.7* | -72* | -92* | -95*
59 | 92 | 109 | 101 | 99
60 | 95 | 112 | 107 | 97

Continuation:
No. | SMILES | MALME-3M | SK-MEL-28 | SK-MEL-2 | MDA-MB-435
61 | O=C1[C@@H]2Cc3c([nH]c4ccccc34)[C@H](c3ccc(Cl)cc3)N2C(=O)CN1C1CCN(Cc2c(F)cccc2F)CC1 | 96 | 97 | 104 | 88
62 | O=C1/C(=C/c2ccc(F)cc2)SC(=S)N1N1CCOCC1 | 108 | 113 | 104 | 105
63 | CC(=O)c1ccc(NC(=O)CSc2nnc(-c3cc(-c4ccccc4)nc4ccccc34)o2)cc1 | 95 | 118 | 91 | 97
64 | O=C(/C=C\c1ccccc1)NCCNC(=O)/C=C/c1ccccc1 | 116 | 115 | 113 | 104
65 | COc1ccc(C2=Nc3c(N)ncnc3NC(c3cccc(Nc4ccnc5cc(C(F)(F)F)ccc45)c3)C2)cc1 (configuration not stated) | 72 | 84 | 74 | 19
66 | Cc1nnc(SCc2nc3sc4c(c3c(=O)[nH]2)CCCC4)s1 | 93 | 105 | 92 | 100
67 | O=C(c1ccccc1)C1N=NCC1c1ccc(Cl)cc1 (configuration not stated) | 125 | 103 | 102 | 94
68 | COC(=O)c1c2c(c(C)[n+]([O-])c1C)C(=O)C=C(NCc1ccc(Cl)cc1)C2=O | -95* | 11 | -31* | -96*
69 | Brc1ccc2[nH]cc(-c3nn4cc(-c5ccncc5)nc4s3)c2c1 | 62 | 93 | 99 | 81
70 | CCOC(=O)C(Cc1ccccc1)n1c(O)c(C=Nc2ccccc2)sc1=S (configuration not stated) | 92 | 94 | 88 | 96
71 | COc1cc(-c2nc3ccccc3o2)cc(CN2CCCCC2)c1O | 29 | 59 | 89 | -80*
72 | O=C(Cn1cc(CN2CCN(c3ccnc4cc(Cl)ccc34)CC2)nn1)Nc1ccccc1Cl | 99 | 109 | 95 | 106
73 | COc1cc2nc(SCc3ccccc3)n(-c3ccc(Cl)cc3)c(=O)c2cc1OC | -41* | 22 | 28 | 30
74 | CC1CCC(C(C)C)C(NN)C1 (configuration not stated) | 112 | 111 | 101 | 110

No. | UACC-257 | UACC-62 | LOX IMVI | SK-MEL-5
61 | 92 | 79 | 79 | 69
62 | 94 | 85 | 93 | 100
63 | 78 | 85 | 97 | 90
64 | 115 | 95 | 95 | 104
65 | 75 | 76 | 62 | 52
66 | · | 81 | 100 | 105
67 | 91 | 79 | 92 | 96
68 | -85* | -65* | -23* | -99*
69 | 104 | 75 | 68 | 83
70 | 87 | 75 | 88 | 90
71 | 75 | -15* | -19* | -83*
72 | 93 | 81 | 93 | 90
73 | 38 | 29 | -100* | 83
74 | 79 | 97 | 103 | 102

One compound at a time, from the list above. Order of values: MALME-3M | SK-MEL-28 | SK-MEL-2 | MDA-MB-435 | UACC-257 | UACC-62 | LOX IMVI | SK-MEL-5
`OC1(C#CC2(O)CCCC2)CCCC1` reads · | 108 | 101 | 93 | 104 | · | 88 | 104
`CCOC(=O)C(Cc1ccccc1)n1c(O)c(C=Nc2ccccc2)sc1=S` (configuration not stated) reads 92 | 94 | 88 | 96 | 87 | 75 | 88 | 90
`Brc1ccc2[nH]cc(-c3nn4cc(-c5ccncc5)nc4s3)c2c1` reads 62 | 93 | 99 | 81 | 104 | 75 | 68 | 83
`O=C1/C(=C/c2ccc(F)cc2)SC(=S)N1N1CCOCC1` reads 108 | 113 | 104 | 105 | 94 | 85 | 93 | 100
